Source: PubChem BioAssay
M5 antag: antagonists of human muscarinic M5 receptor (CHRM5). P08912. CHO-hM5 cells, Fluo-8 calcium fluorescence, ACh EC80. inhibition, % at 3 µM. 360,000 compounds, 0.59% hits. AID 624040;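 active = inhibition above a per-plate cutoff, the mean of that plate's test compounds plus 3 SD, cut at about 27% in these data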;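 also: 0% = acetylcholine EC80 with DMSO and 100% = DMSO without agonist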
Target sequence (P08912 whole entry, looked up): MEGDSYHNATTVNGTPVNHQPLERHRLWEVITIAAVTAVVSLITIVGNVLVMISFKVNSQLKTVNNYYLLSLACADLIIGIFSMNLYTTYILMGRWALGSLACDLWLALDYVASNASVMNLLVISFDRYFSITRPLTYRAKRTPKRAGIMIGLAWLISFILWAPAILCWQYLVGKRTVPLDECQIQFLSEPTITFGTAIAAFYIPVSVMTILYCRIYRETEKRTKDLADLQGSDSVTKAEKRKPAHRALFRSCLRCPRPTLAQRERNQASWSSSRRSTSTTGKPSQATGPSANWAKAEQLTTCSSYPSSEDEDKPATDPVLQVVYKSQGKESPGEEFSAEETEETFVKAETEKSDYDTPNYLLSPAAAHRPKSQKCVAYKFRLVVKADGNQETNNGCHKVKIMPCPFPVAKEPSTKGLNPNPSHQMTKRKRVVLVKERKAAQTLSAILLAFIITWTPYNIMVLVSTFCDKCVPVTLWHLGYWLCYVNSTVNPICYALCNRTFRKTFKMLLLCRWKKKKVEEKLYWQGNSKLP
M4 PAM: positive allosteric modulators of human muscarinic M4 receptor. CHO-K1 hM4/Gqi5, Fluo-8 calcium fluorescence, ACh EC20; 0% = ACh EC20, 100% = maximal ACh. activation, % at 3 µM. 360,000 compounds, 0.4% hits. AID 624126;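 active = activation above its plate's cutoff, the mean activation of sample wells plus 3 SD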; also: some results filed as inactive read as strong as hits
Target sequence (P08173 whole entry, looked up): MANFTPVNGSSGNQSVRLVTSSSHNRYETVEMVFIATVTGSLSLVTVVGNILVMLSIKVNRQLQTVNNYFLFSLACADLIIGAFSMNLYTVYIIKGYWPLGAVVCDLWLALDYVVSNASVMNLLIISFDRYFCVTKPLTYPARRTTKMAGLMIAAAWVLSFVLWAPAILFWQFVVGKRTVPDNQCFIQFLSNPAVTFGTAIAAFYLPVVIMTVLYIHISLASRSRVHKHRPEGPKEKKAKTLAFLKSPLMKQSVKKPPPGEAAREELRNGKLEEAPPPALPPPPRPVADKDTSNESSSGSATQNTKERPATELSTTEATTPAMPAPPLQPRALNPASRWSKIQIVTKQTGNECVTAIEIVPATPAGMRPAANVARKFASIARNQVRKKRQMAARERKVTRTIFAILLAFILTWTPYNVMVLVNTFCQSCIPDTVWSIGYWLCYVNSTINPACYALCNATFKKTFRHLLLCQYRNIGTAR
CHRM5 PAM: CHRM5 positive allosteric modulation. P08912. CHO-K1 hM5, Fluo-8 calcium, ACh EC20 PAM; 0% = ACh EC20, 100% = ACh EC100. activation, % at 3 µM. 360,000 compounds, 0.3% hits. AID 624038;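 active = activation above the run cutoff, the mean activation of all test compounds plus 3 SD, cut at about 18% in these data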
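System: CHO-K1 cell line with stable human muscarinic M5 receptor expression | Also added: EC20 acetylcholine as agonist stimulus | Compound: One concentration, 3 µM final (nominal) | Timing: Fluo-8 loading 80 min at 37 °C plus 30 min room temperature | Measured by: Fluo-8 calcium dye fluorescence, kinetic read | Read-out basis: % activation, ACh-normalized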
CHO-K1 Ca antag: M1 antagonist counterscreen hit in parental CHO-K1 cells. ATP-induced calcium, Fluo-8 fluorescence. inhibition, % at 3 µM. 360,000 compounds, 0.6% hits. AID 602250;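 active = inhibition above a per-plate cutoff, the plate's mean sample inhibition plus 3 SD, cut at about 24% in these data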;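 also: 0% = DMSO plus EC80 ATP and 100% = DMSO alone without ATP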
M5 ag: agonists of human muscarinic M5 receptor (CHRM5); P08912; 360,000 compounds, 0.19% hits; activation, % at 3 µM; CHO-K1 hM5 cells, Fluo-8 calcium fluorescence; 0% DMSO wells, 100% maximal acetylcholine response;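 active = activation above the run's mean over test compounds plus 3 SD, cut at about 23% in these data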;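 also: signal is peak over basal fluorescence ratio across the kinetic read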
CHRM4 antagonist: blocks acetylcholine activation of human M4 receptor. AID 624125. inhibition, % at 3 µM. 360,000 compounds, 0.73% hits. P08173. CHO-hM4 cells, ACh EC80, Fluo-8 calcium fluorescence;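 active = inhibition above its plate's cutoff, the mean inhibition of sample wells plus 3 SD, cut at about 27% in these data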;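 also: 0% = acetylcholine EC80 with DMSO and 100% = DMSO without agonist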
CHO-K1 Ca ag: M1 agonist counterscreen hit in parental CHO-K1 cells | Fluo-8 calcium fluorescence; scaled to maximal ATP response, vehicle zero | activation, % at 3 µM | 360,000 compounds, 0.48% hits; in the data active = activation above about 15%;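 also: untransfected CHO-K1 host cells lacking M1 receptor as counterscreen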
M1 PAM parental: counter-screen for M1 PAMs: effect in parental CHO-K1 cells; ATP EC20, Fluo-8 calcium fluorescence; 0% at ATP EC20, 100% at ATP max; activation, % at 3 µM; 360,000 compounds, 0.02% hits;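 active = activation above the run cutoff, the mean activation of all test compounds plus 3 SD, cut at about 40% in these data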;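 also: peak over basal fluorescence ratio in a 140 s read after ATP addition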
CHRM4 agonist: CHRM4 agonism in calcium assay; P08173; CHO-K1 hM4/Gqi5, Fluo-8 calcium fluorescence; vehicle 0%, full acetylcholine response 100%; activation, % at 3 µM; 360,000 compounds, 0.14% hits; AID 624127;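 active = activation above the run mean over all test wells plus 3 SD, cut at about 32% in these data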;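 also: peak over basal fluorescence ratio per well then scaled between controls; 0% = DMSO wells and 100% = acetylcholine at EC100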
An asterisk follows results filed as active; . = no result given. Compounds were not picked by outcome; about 2.7% have a hit in one of these screens.

Results follow in this order: M5 antag | M4 PAM | CHRM5 PAM | CHO-K1 Ca antag | M5 ag | CHRM4 antagonist | CHO-K1 Ca ag | M1 PAM parental | CHRM4 agonist
> CC(NC(=O)CSc1nc2sc3c(c2c(=O)n1-c1ccccc1)CCCC3)c1ccccc1 (stereo unspecified)
→ 1 | 0 | -5 | 11 | 4 | 4 | -0.4 | -7 | 1
> COC(=O)[C@@]12CCCCN1[C@H](c1ccc(-c3ccccc3)cc1)[C@@H]1C(=O)N(C)C(=O)[C@@H]12
→ -7 | 8 | 11 | -12 | 4 | -7 | -0.1 | 22 | 0
> CCN(CC)CC1C(=O)N(c2ccc(OC)cc2)C1c1ccccc1 (stereo unspecified)
→ -11 | -3 | 2 | -1 | 0 | -17 | -0.2 | 3 | 1
> CC(CNC(=O)c1ccc(Br)o1)NC(=O)c1ccc(Br)o1 (stereo unspecified)
→ -4 | 6 | 11 | -7 | -3 | 0 | 1.2 | 19 | 3
> Cc1ccc(C(=O)/C=C/c2cc(Br)cc(Br)c2O)o1
→ 16 | -11 | 4 | 16 | 12 | 8 | 7.3 | 0 | 22
> CN(C)C(=O)c1cn(-c2ccccc2)nc1-c1cccc([N+](=O)[O-])c1
→ 9 | 0 | -8 | 18 | -2 | 9 | 0.8 | -5 | 2
> CN(C)C(=O)CSc1nnc(CCNC(=O)OC(C)(C)C)o1
→ 4 | -3 | -1 | 4 | 0 | 16 | 0.0 | 7 | -1
> Cc1cccc(C)c1NC(=O)c1cccc2c1C(=O)N(C1CCCCC1)C2
→ 9 | -10 | 0 | -26 | -4 | 1 | 1.1 | 30 | 4
> CCOc1ccc(-c2c(=O)n(OCC)c3ccccc3[n+]2[O-])cc1
→ 13 | -2 | -5 | 13 | -4 | -2 | -0.4 | -9 | 1
> CN(C)CCCNc1nc(N)c([N+](=O)[O-])c(NCCO)n1
→ 24 | -36 | -20 | 0 | -2 | 2 | 2.7 | 0 | 7
> O=C(NCc1ccccc1)c1cc[n+](CC(=O)c2cccs2)cc1
→ -1 | -4 | 0 | -4 | 2 | 1 | -0.3 | 7 | 1
> CC(C)N(Cc1cn(C)nc1-c1cccc(Cl)c1)CC1CCC(=O)N1 (stereo unspecified)
→ 7 | 5 | -2 | -6 | -2 | 6 | 1.4 | 19 | 1
> Cc1ccc(-c2nc(CS(=O)CC(=O)NCCN(CC(C)C)CC(C)C)c(C)o2)cc1 (stereo unspecified)
→ 6 | 6 | 1 | -1 | -4 | -6 | -0.6 | 1 | -2
> CC(C)C(=O)Nc1nnc(S(=O)(=O)N2c3ccccc3CC2C)s1 (stereo unspecified)
→ 1 | 3 | -2 | -1 | 0 | -11 | 0.1 | -3 | 1
> Cc1sc2ncnc(N3CCN(CCOc4ccc(Cl)cc4)CC3)c2c1C
→ 32* | 0 | -25 | -2 | 3 | 11 | 12 | 0 | 12
> Cc1cccc(-c2nnc(NC(=O)c3cccs3)s2)c1
→ -2 | 5 | 5 | 5 | 1 | 1 | 0.3 | 5 | 1
> CCn1cc(C(=O)N(C)c2ccccc2F)c2cc(OC)c(OC)cc2c1=O
→ -1 | -3 | 1 | -12 | 1 | -8 | 3.1 | 7 | 5
> CC(C)C[C@H](NC(=O)c1nc[nH]c1C(=O)N1CCN(C(=O)OC(C)(C)C)CC1)C(=O)OC(C)(C)C
→ 6 | 25* | 10 | -12 | 1 | 1 | -0.8 | -11 | 0
> c1ccc(Nc2ccccc2)cc1
→ 11 | -4 | -3 | -6 | 2 | 2 | -0.3 | -22 | 0
> COC(=O)C(C(=O)OC)c1ccccc1NS(=O)(=O)c1ccc(C)cc1
→ -8 | -1 | 4 | . | 1 | -4 | . | . | 2
> CC(=O)Nc1ccc(NC(=O)C(C)Sc2nc3nc(C)cc(C)n3n2)cc1 (stereo unspecified)
→ -1 | 10 | 8 | -11 | 0 | -9 | 1.2 | 14 | 0
> CCOC(=O)C(NCCCO)c1ccccc1 (stereo unspecified)
→ 0 | 5 | 6 | 1 | 1 | 2 | 0.1 | 10 | 0
> CC1CCN(c2nc(-c3cccnc3)nc3scc(-c4ccccc4)c23)CC1
→ 12 | -2 | -7 | -9 | -2 | 1 | 0.1 | 0 | 0
> Cn1c(/C(C#N)=C/c2cccc(O)c2)nc2ccccc21
→ -15 | -3 | 9 | -1 | 2 | -7 | 0.3 | 12 | 3
> O=C(c1ccc(NS(=O)(=O)c2ccc(Cl)c(Cl)c2)cc1)N1CCOCC1
→ 1 | -4 | -8 | 19 | 2 | 1 | 0.3 | -27 | 2
> O=C(COC(=O)c1cc(=O)[nH]c2ccccc12)Nc1ccc(Cl)cn1
→ 12 | 5 | 3 | -5 | 1 | 0 | 0.6 | -1 | 1
> Cc1ccc(S(=O)(=O)NCc2ccccc2)cc1C(=O)NC(C)c1ccc(S(N)(=O)=O)cc1 (stereo unspecified)
→ 6 | 18 | -2 | 8 | 1 | -4 | 0.3 | -15 | 0
> C/C(=N\S(=O)(=O)c1ccc(C)cc1)NC(=S)Nc1ccc(C)cc1
→ 1 | 6 | 8 | -16 | -1 | 0 | 0.4 | 19 | 1
> Cc1onc(-c2ccccc2)c1C(=O)OCC(=O)N(C)c1c(N)n(Cc2ccccc2)c(=O)[nH]c1=O
→ -5 | 7 | 4 | -16 | -2 | -19 | 0.2 | -17 | 0
> COc1ccc(/C=N/Nc2nc(Nc3ccccc3)nc(N3CCCCC3)n2)c(OC)c1
→ 6 | 2 | -2 | -6 | 0 | -1 | -0.4 | 16 | 0

Printed as active in M5 antag, of those listed so far:
compound,M5 antag,M4 PAM,M5 ag,CHRM4 antagonist,CHRM4 agonist
Cc1sc2ncnc(N3CCN(CCOc4ccc(Cl)cc4)CC3)c2c1C,32*,0,3,11,12

Ordered by molecular weight (largest number first): part of the list above
Results follow in this order: M5 antag | M4 PAM | CHRM5 PAM | CHO-K1 Ca antag | M5 ag | CHRM4 antagonist | CHO-K1 Ca ag | M1 PAM parental | CHRM4 agonist
> CC(C)C[C@H](NC(=O)c1nc[nH]c1C(=O)N1CCN(C(=O)OC(C)(C)C)CC1)C(=O)OC(C)(C)C
→ 6 | 25* | 10 | -12 | 1 | 1 | -0.8 | -11 | 0
> COc1ccc(/C=N/Nc2nc(Nc3ccccc3)nc(N3CCCCC3)n2)c(OC)c1
→ 6 | 2 | -2 | -6 | 0 | -1 | -0.4 | 16 | 0
> O=C(c1ccc(NS(=O)(=O)c2ccc(Cl)c(Cl)c2)cc1)N1CCOCC1
→ 1 | -4 | -8 | 19 | 2 | 1 | 0.3 | -27 | 2
> Cc1cccc(-c2nnc(NC(=O)c3cccs3)s2)c1
→ -2 | 5 | 5 | 5 | 1 | 1 | 0.3 | 5 | 1
> Cn1c(/C(C#N)=C/c2cccc(O)c2)nc2ccccc21
→ -15 | -3 | 9 | -1 | 2 | -7 | 0.3 | 12 | 3

The list goes on.
Results follow in this order: M5 antag | M4 PAM | CHRM5 PAM | CHO-K1 Ca antag | M5 ag | CHRM4 antagonist | CHO-K1 Ca ag | M1 PAM parental | CHRM4 agonist
> COc1cccc(-n2c(=O)c3cc(OC)c(OC)cc3n(CC(=O)Nc3cc(C)[nH]n3)c2=O)c1
→ -1 | -8 | 0 | -6 | -1 | 4 | 0.4 | 3 | 1
> O=C(/C(=C/c1ccccc1)n1cncn1)c1ccc(Cl)cc1Cl
→ -4 | -6 | 4 | -5 | 4 | 3 | 1.2 | 17 | 2
> NS(=O)(=O)c1ccc(CCNC(=S)NC(=O)c2ccccc2Br)cc1
→ 14 | -8 | -10 | -14 | -2 | 4 | 1.6 | 24 | 3
> CCOC(=O)c1oc2cc(O)c(CC)cc2c(=O)c1-c1cscn1
→ 2 | -10 | -10 | -7 | 1 | 0 | 2.1 | 2 | 4
> COc1ccc(CCNC(=O)COc2cc(C)cc3oc(=O)cc(C)c23)cc1
→ 16 | -2 | -5 | -10 | -4 | 6 | 0.6 | -3 | 0
> COC(=O)C1(C(C[N+](=O)[O-])c2ccc(C)cc2)C(=O)NCC1c1ccco1 (stereo unspecified)
→ 2 | -4 | 7 | -5 | -2 | 3 | 0.4 | 19 | 0
> CCCCCC(=O)Nc1sc(C)c(C)c1C#N
→ 4 | 12 | -7 | 3 | -8 | -10 | -0.5 | -4 | -1
> O=C1CC(C(=O)N(c2cccc(F)c2)C(C(=O)NC2CCCC2)c2ccccn2)CS1 (stereo unspecified)
→ -6 | 9 | 2 | -22 | -2 | -15 | 0.0 | 8 | 0
> O=C1NC[C@H](Cc2ccccc2)N(C[C@H]2CCCN2C[C@H](Cc2ccc(O)cc2)N2C[C@H](Cc3ccc(O)cc3)N(CC3CCCCCC3)C(=O)C2=O)C1=O
→ -5 | -2 | 4 | -3 | 0 | -3 | 0.4 | -7 | 0
> O=C(N/N=C/c1sc(=O)n(-c2ccccc2)c1Cl)c1ccncc1
→ 2 | -5 | -7 | 8 | -1 | 11 | 2.4 | 8 | 4
> CCOC(=O)CNC(=O)N(C)[C@H]1C[C@H]2c3[nH]c4ccccc4c3CCN2C[C@H]1[C@H](C)O
→ -4 | 3 | 8 | 14 | 3 | -7 | 0.1 | -1 | 0
> CCCCN(CC)Cc1ccc(CNC(=O)Nc2ccc(Cl)cc2)o1
→ 5 | -1 | -1 | 6 | -10 | -9 | 0.8 | -16 | 3
> CCc1ccc2oc(-c3cc(N)cc(C)c3O)nc2c1
→ -3 | 14 | 8 | 0 | 0 | -8 | 0.3 | 8 | 0
> CCC(C)C1C(C#N)=C(N)Oc2n[nH]c(-c3ccccc3)c21 (stereo unspecified)
→ 5 | -1 | 0 | 8 | 0 | -8 | -0.4 | -6 | 0
> CCn1c(SCC(=O)NCc2ccco2)nnc1C1CCCC1
→ -1 | 2 | -4 | 17 | 0 | -5 | -0.4 | -20 | 0
> O=C1OC(c2ccc(F)cc2)CC1CN1CCOCC1 (stereo unspecified)
→ -7 | -4 | 3 | -13 | 1 | 7 | 1.0 | 14 | 1
> Cc1cc2cc(CNC(=S)Nc3ccc(OC(F)F)cc3)ccc2[nH]1
→ 1 | 4 | -1 | -2 | 0 | -2 | 0.2 | 9 | 1
> O=C(CCCN1C(=O)c2cccc3cccc(c23)C1=O)Nc1ccon1
→ 8 | 0 | -5 | -8 | 0 | 1 | 3.4 | 21 | 13
> CCc1ccc(-c2cc(C)no2)cc1S(=O)(=O)N1CCOc2ccc(C)cc21
→ 1 | -10 | -4 | -11 | -5 | -4 | -0.5 | 12 | 0
> CC(=O)c1ccc(NC(=O)C(C)Sc2n[nH]c(-c3cccnc3)n2)cc1 (stereo unspecified)
→ 10 | 3 | 0 | -9 | -1 | -5 | 0.8 | 8 | 0
> O=C(Nc1nncs1)c1ccc(Br)c(S(=O)(=O)N2CCCC2)c1
→ -3 | 9 | 1 | 0 | 1 | -15 | 0.1 | -1 | 1
